GBA enhancer: enhancers of human beta-glucosidase activity in Gaucher fibroblasts. L444P Gaucher fibroblasts, 4-MU-glucoside fluorescence, 3 days. activation, % at 10 µM. hit rate 0.44% among 30,000; in the data active = activation above about 65%;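 note: 0% = vehicle wells and 100% = positive control wells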
Active calls of the source: *.

SMILES	GBA enhancer
O=C(Nc1ccc(N2CCOCC2)cc1)C1CCCN(S(=O)(=O)c2cccc(C(F)(F)F)c2)C1 (stereo not given)	-38.7
Cc1cccc(-n2ncc3c(NCc4ccccn4)ncnc32)c1	-6.2
OCCSc1nc(-c2cccnc2)nc2ccccc12	3.1
Cc1nc(CN2CCN(C(=O)c3ccc(Br)cc3)CC2)cs1	-11.0
Cc1c(C(=O)Nc2c(C)n(C)n(-c3ccccc3)c2=O)oc2ccccc12	-28.0
O=C1CC(C(=O)Nc2ccccc2)N=C(N2CCOCC2)N1 (stereo not given)	5.4
O=C(COc1ccc(Cl)cc1)NC1CCSC1=O (stereo not given)	-7.9
Cc1cc(N2CCN(Cc3ccc4c(c3)OCO4)CC2)n2ncnc2n1	4.3

3 entries from above, sorted by heavy-atom count, smallest number first:
SMILES	GBA enhancer
O=C1CC(C(=O)Nc2ccccc2)N=C(N2CCOCC2)N1 (stereo not given)	5.4
Cc1cc(N2CCN(Cc3ccc4c(c3)OCO4)CC2)n2ncnc2n1	4.3
Cc1c(C(=O)Nc2c(C)n(C)n(-c3ccccc3)c2=O)oc2ccccc12	-28.0

The list is partial; count on the stated rates, not on these rows.
